# HUVEC tox IL1B: cytotoxicity in IL-1B stimulated HUVEC, primary screen, cytotoxicity control for IL-1B NFkB translocation project, imaging, Hoechst nuclear count, IL-1B stimulus; HUVEC cell count loss; cell count reduction, % at 2 µM; 0.41% of 94,000 active; AID 845, 2007;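 active = cell count reduction more than 3 SD above the screen-wide mean, cut at about 70% in these data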;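 note: normalized per plate to untreated control cells as the no-loss baseline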
# CYP2C19 act: human CYP2C19 activators, primary screen, biochemical, luminescence | Cytochrome P450 2C19 (Homo sapiens), P33261 | recombinant CYP2C19, luciferin-H EGE luminescence; active compounds read high; 0 = fully inhibited enzyme, 1 = untreated enzyme | activation factor at 5 µM | 96,000 tested, under 10 active | AID 1025, 2008;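 active = activation factor of at least 2 at 5 µM in the primary screen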;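 note: 0 = wells with 2.5 mM tranylcypromine and 1 = vehicle-only wells; values of inactives mirror those of a sister screen read the other way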
# Target sequence (P33261 whole entry, looked up): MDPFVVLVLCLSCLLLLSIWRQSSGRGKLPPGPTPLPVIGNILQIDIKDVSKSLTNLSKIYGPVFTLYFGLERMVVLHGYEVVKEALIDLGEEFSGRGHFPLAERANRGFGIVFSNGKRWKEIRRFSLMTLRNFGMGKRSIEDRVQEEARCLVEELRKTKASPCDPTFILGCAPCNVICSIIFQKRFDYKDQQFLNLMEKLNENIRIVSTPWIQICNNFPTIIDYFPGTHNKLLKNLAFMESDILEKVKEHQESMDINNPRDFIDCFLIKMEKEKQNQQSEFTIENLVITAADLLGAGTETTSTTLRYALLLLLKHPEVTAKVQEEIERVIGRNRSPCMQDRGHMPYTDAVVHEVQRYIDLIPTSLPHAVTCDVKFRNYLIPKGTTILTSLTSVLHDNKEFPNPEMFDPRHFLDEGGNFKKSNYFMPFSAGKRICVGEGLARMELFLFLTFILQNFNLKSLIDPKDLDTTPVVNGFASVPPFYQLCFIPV
# Calb biofilm kill: clotrimazole potentiators killing Candida biofilms, primary screen, with clotrimazole, Alamar Blue | C. albicans biofilm + clotrimazole | inhibition, % at 6 µM | 0.14% of 85,000 active | AID 834, 2007;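 active = inhibition above 20%; inactive = inhibition below 20%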;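 note: preformed 24 hr biofilms exposed to compound for 48 hr; 0% = biofilm without compound and 100% = blank killed by clotrimazole plus chlorhexidine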
# TNFa cytotox: cytotoxicity in TNFa-stimulated HUVEC, primary screen, cytotoxicity control for VCAM1 expression modulator project, imaging, Hoechst nuclei count. HUVEC TNFalpha-stimulated, Hoechst cell count. cell count reduction, % at 2 µM. 0.17% of 93,000 active;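 active = cell count reduction exceeding the screen mean by over 5 SD, scaled to untreated wells per plate, cut at about 78% in these data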;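 note: cells counted after 24 h of TNF alpha exposure following the 1 h pretreatment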
# DAT uptake mod: changed hDAT dopamine uptake under cocaine IC80, either direction, primary screen, cocaine antagonist project, cell-based, LLC-PK1 hDAT, [14C]-dopamine uptake, MLSMR; Sodium-dependent dopamine transporter (Homo sapiens), Q01959; LLC-PK1 hDAT cells, [14C]-dopamine uptake with cocaine IC80; actives deviate in either direction; B-score at 10 µM; 1.3% of 110,000 active;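 active = Z score or B-score, a plate-position-corrected score, falls beyond the plate's 99.7% confidence bounds, in either direction; inactive = both scores lie inside the 99.7% bounds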;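 note: scored against the spread of the other compound wells on the same plate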
# CYP2C9 act: human CYP2C9 activators, primary screen, biochemical, luminescence. Cytochrome P450 2C9 (Homo sapiens), P11712. recombinant CYP2C9, luciferin-H conversion; active compounds read high; factor 1 = untreated enzyme, 0 = blocked. activation factor at 5 µM. 1.4% of 96,000 active. AID 1024, 2008;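 active = activation factor of 2 or more for CYP2C9 at a 5 µM dose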;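 note: 0 = sulfaphenazole-blocked wells and 1 = vehicle-only wells; values of inactives mirror those of a sister screen read the other way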
# Target sequence (P11712 whole entry, looked up): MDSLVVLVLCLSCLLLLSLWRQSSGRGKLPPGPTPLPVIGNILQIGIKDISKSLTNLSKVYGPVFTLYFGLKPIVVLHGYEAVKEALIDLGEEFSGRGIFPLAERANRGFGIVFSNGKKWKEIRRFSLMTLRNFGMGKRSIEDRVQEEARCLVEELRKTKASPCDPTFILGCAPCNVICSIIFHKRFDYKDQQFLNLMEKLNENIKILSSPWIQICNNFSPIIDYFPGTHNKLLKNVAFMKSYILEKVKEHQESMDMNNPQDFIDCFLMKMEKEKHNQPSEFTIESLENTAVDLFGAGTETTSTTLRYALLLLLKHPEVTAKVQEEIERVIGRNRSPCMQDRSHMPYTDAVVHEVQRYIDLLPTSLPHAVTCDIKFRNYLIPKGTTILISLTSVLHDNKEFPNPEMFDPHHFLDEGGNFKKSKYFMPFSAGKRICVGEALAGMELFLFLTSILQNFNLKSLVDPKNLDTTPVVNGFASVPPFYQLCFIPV
# CYP2C19 inh: blockers of cytochrome P450 2C19 activity – biochemical, luminescence, ADME assay, primary screen | CYP2C19 Supersomes, luciferin-H EGE luminescence, 30 min | inhibition, % at 5 µM | P33261 | 21% of 96,000 active | AID 778, 2007;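 active = CYP2C19 inhibition above a set limit at 5 µM in the primary screen, cut at about 50% in these data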;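 note: plate controls were negative control wells for no effect and 2.5 mM tranylcypromine positive control for full effect; values of inactives mirror those of a sister screen read the other way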
# VCAM1 TNFa inh: inhibitors of TNFa-induced VCAM1 expression, primary screen, imaging, HUVEC, TNFa stimulus, immunofluorescence | HUVEC TNFa-induced VCAM-1 immunofluorescence, high-content imaging | inhibition, % at 2 µM | 0.48% of 95,000 active;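 active = inhibition above the batch mean plus 3 SD, with images confirmed as a hit by eye, cut at about 37% in these data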;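 note: 0% = TNF-stimulated DMSO wells and 100% = unstimulated control wells; not every result past the cut was called active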
# CYP2C9 inhib: blockers of cytochrome P450 2C9 activity – biochemical, luminescence, ADME assay, primary screen | CYP2C9 Supersomes, luciferin-H conversion | inhibition, % at 5 µM | 20% of 96,000 active | AID 777, 2007;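 active = blocking of liver enzyme CYP2C9 beyond about 50% at 5 µM, limit read from the data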; note: values of inactives mirror those of a sister screen read the other way
# Active calls of the source: *; nt = not tested or not shown.
[1] COc1ccc(C2SCC(=O)N2c2c(C)n(C)n(-c3ccccc3)c2=O)c(OC)c1 (stereo unspecified)
[2] ONC(=Nc1ccccc1)C(=Nc1ccccc1)NO
[3] COC(=O)c1cc(OC)c(OC)cc1NC(=O)c1ccc(Br)o1
[4] COc1ccccc1NC(=O)CSc1nnc(-c2ccco2)n1Cc1ccco1
[5] O=C(Cn1cc2c(n1)CCCC2)NCCCN1CCCC1
[6] O=C(Nc1ccccc1N1CCOCC1)c1cccs1
[7] O=c1c2ccccc2nnn1CSc1nnc2sc3ccccc3n12
[8] Cc1cc(C)c(S(=O)(=O)N2CCCCC2)c(C)c1N(C)S(=O)(=O)c1ccccc1
assay / compound,1,2,3,4,5,6,7,8
HUVEC tox IL1B,-4,-19,-27,-2,6,6,-27,-2
CYP2C19 act,0.4,0.7,nt,0.2,0.9,nt,0.8,0.7
Calb biofilm kill,-2,6,4,9,13,4,4,nt
TNFa cytotox,-13,-27,-6,-12,-9,0,3,-14
DAT uptake mod,-1.1,-0.088,-0.54,0.66,-0.025,-0.38,nt,0.19
CYP2C9 act,0.9,1,nt,0.2,1,nt,1.7,0.4
CYP2C19 inh,55*,26,nt,83*,6,nt,20,30
VCAM1 TNFa inh,14,-6,7,-6,4,11,14,5
CYP2C9 inhib,14,-2,nt,77*,-2,nt,-74,59*

[9] Cc1cccc(-n2nc3c(c2NC(=O)c2ccc(Br)o2)CSC3)c1C
[10] O=C(Cn1nnc(-c2cccc(C(F)(F)F)c2)n1)NC(=O)NCc1ccco1
[11] Cc1ccc(-c2cc(C(=O)NCc3ccco3)c3ccccc3n2)s1
[12] O=C(c1cc(-c2ccccc2)nc2ccccc12)N1N=C(C(F)F)CC1(O)C(F)F (stereo unspecified)
[13] CCCc1nc2c(nnn2Cc2ccccc2)c(=O)[nH]1
[14] O=S(=O)(c1ccccc1)N1c2cc(Cl)ccc2Oc2nc3ccccc3nc21
[15] C=CCNC(=O)c1ccc(OC)cc1OC
[16] COc1ccc(NC(=O)c2cc(-c3ccccc3Cl)no2)cc1
assay / compound,9,10,11,12,13,14,15,16
HUVEC tox IL1B,-91,5,-16,10,0,-21,-45,-22
CYP2C19 act,1,1.1,0.9,0.2,0.2,nt,0.8,0.8
Calb biofilm kill,5,2,nt,nt,10,6,3,nt
TNFa cytotox,-44,-31,21,-21,-16,-23,-14,-10
DAT uptake mod,-0.55,-0.43,0.0051,2.9*,-1.2,1,-0.27,-0.78
CYP2C9 act,0.3,1.9,0.8,0,1,nt,1.1,1.2
CYP2C19 inh,-1,-7,13,82*,78*,nt,15,18
VCAM1 TNFa inh,-6,5,12,7,-12,5,-15,-2
CYP2C9 inhib,72*,-91,23,100*,0,nt,-8,-17

# In another format: results already given.
no. | SMILES | HUVEC tox IL1B | CYP2C19 act | Calb biofilm kill | TNFa cytotox | DAT uptake mod | CYP2C9 act | CYP2C19 inh | VCAM1 TNFa inh | CYP2C9 inhib
13 | CCCc1nc2c(nnn2Cc2ccccc2)c(=O)[nH]1 | 0 | 0.2 | 10 | -16 | -1.2 | 1 | 78* | -12 | 0
14 | O=S(=O)(c1ccccc1)N1c2cc(Cl)ccc2Oc2nc3ccccc3nc21 | -21 | nt | 6 | -23 | 1 | nt | nt | 5 | nt
15 | C=CCNC(=O)c1ccc(OC)cc1OC | -45 | 0.8 | 3 | -14 | -0.27 | 1.1 | 15 | -15 | -8

# Entries above with bromine (two):
[3] COC(=O)c1cc(OC)c(OC)cc1NC(=O)c1ccc(Br)o1
[9] Cc1cccc(-n2nc3c(c2NC(=O)c2ccc(Br)o2)CSC3)c1C
assay / compound,3,9
HUVEC tox IL1B,-27,-91
CYP2C19 act,nt,1
Calb biofilm kill,4,5
TNFa cytotox,-6,-44
DAT uptake mod,-0.54,-0.55
CYP2C9 act,nt,0.3
CYP2C19 inh,nt,-1
VCAM1 TNFa inh,7,-6
CYP2C9 inhib,nt,72*

# The results go on.
[17] O=C(NCc1cccs1)c1nc2ncccn2n1
[18] CCCC/C(C)=N\NC(=O)CNS(=O)(=O)c1ccc([N+](=O)[O-])cc1
[19] COc1ccc2c(-c3ccccc3)cc(N3CCOCC3)nc2c1
[20] CC1=C(C(=O)Nc2ccccn2)C(c2ccccc2)n2ncnc2N1 (stereo unspecified)
[21] COc1cccc(/C=N/n2c(C)nc3ccccc32)c1OC
[22] Cn1c(=O)c(NCCc2ccccc2)c2c3c(cccc31)C(=O)c1ccccc1-2
[23] COC(=O)c1ccc(CON2C(=O)c3ccccc3C2=O)cc1
[24] O=C(CN1C(=O)COc2ccccc21)N1CCCc2ccccc21
assay / compound,17,18,19,20,21,22,23,24
HUVEC tox IL1B,-19,1,-2,-4,-1,-32,6,8
CYP2C19 act,1.2,1.1,1,0.9,0.6,0.2,0.9,0.7
Calb biofilm kill,-5,nt,9,0,7,4,5,4
TNFa cytotox,nt,5,-16,-16,-3,2,-6,-16
DAT uptake mod,0.71,-0.16,0.09,-0.95,-0.69,2.1,1.9,-0.32
CYP2C9 act,1.2,1.1,0.8,1.1,0.3,0,1.1,1
CYP2C19 inh,-24,-12,-1,15,39,78*,15,32
VCAM1 TNFa inh,-29,-25,10,-1,22,18,5,1
CYP2C9 inhib,-17,-7,24,-9,68*,98*,-8,3

[25] CSc1nnc(-c2sccc2OCc2ccccc2)n1C
[26] CC(Sc1c[nH]c2ccccc12)C(=O)O (stereo unspecified)
[27] CCCn1c(SCCN2C(=O)c3ccccc3C2=O)n[nH]c1=O
[28] CCCC1Cc2c(sc3nc(SC)nc(N)c23)CO1 (stereo unspecified)
[29] CC(C)(C)NC(=O)Cn1c(=O)oc2ccc(Cl)cc21
[30] CCCCN(CC)Cc1ccc(CNC(=O)Nc2ccccc2)o1
[31] CCCN1C(=O)/C(=C/c2cc(C)n(C)c2C)SC1=Nc1ccc(OCC)cc1
[32] O=C(O)CCC1(C(=O)O)OCCc2ccccc21 (stereo unspecified)
assay / compound,25,26,27,28,29,30,31,32
HUVEC tox IL1B,-16,12,-15,-4,-25,1,-77,10
CYP2C19 act,0.8,1.1,0.6,0.6,nt,0.9,1,0.9
Calb biofilm kill,nt,0,9,-4,5,-2,nt,3
TNFa cytotox,-13,5,-24,1,-30,-14,-12,-24
DAT uptake mod,-0.098,0.17,0.72,-1.1,0.031,-2.5*,0.35,-0.78
CYP2C9 act,0.7,1.1,0.6,0.9,nt,0.8,0.9,1
CYP2C19 inh,16,-10,35,38,nt,9,0,5
VCAM1 TNFa inh,10,-7,-9,-8,9,0,4,5
CYP2C9 inhib,31,-6,40,11,nt,19,10,1

[33] CCOC(=O)c1c(NS(=O)(=O)c2cccc(OC)c2)sc2c1CCC2
[34] COc1ccc(-c2noc(CCC(=O)NC3CCCCC3)n2)cc1OC
[35] CC(=O)c1sc(NC(=O)C2COc3ccccc3O2)nc1C (stereo unspecified)
[36] O=C(NC1CCCc2ccccc21)C1CCN(S(=O)(=O)c2cccc3nonc23)CC1 (stereo unspecified)
[37] COc1ccc(OC)c(C2C(C(=O)O)c3ccccc3C(=O)N2C)c1 (stereo unspecified)
[38] Cc1cccc(NC(=O)C2=C(O)c3ccccc3N(C)S2(=O)=O)c1
[39] CC1S/C(=N/N=C/c2ccco2)NC1=O (stereo unspecified)
[40] COc1ccccc1N1CCN(/N=C/c2c(C)nn(-c3ccccc3)c2C)CC1
assay / compound,33,34,35,36,37,38,39,40
HUVEC tox IL1B,-33,-45,-27,3,-9,nt,-56,-15
CYP2C19 act,1.1,0.1,nt,0.9,1,1.1,1,0.8
Calb biofilm kill,9,9,8,4,-2,nt,nt,nt
TNFa cytotox,-8,-63,-28,nt,-16,nt,3,-24
DAT uptake mod,-1,-0.41,-0.5,0.57,-0.4,2.5,-0.56,0.029
CYP2C9 act,0.6,0.2,nt,1.6,0.9,0.6,0.9,0.8
CYP2C19 inh,-7,87*,nt,7,-2,-5,1,21
VCAM1 TNFa inh,-2,-15,14,10,7,nt,19,8
CYP2C9 inhib,39,79*,nt,-55,8,41,14,16

[41] O=C(Cc1c(C(=O)O)[nH]c2ccc(Cl)cc12)Nc1ccc2c(c1)OCCO2
[42] Cc1ccc(C2(C)NC(=O)N(Cc3c(C)noc3C)C2=O)cc1 (stereo unspecified)
[43] COC(=O)Nc1ccc(S(=O)(=O)n2cnc3ccccc32)cc1
[44] CCOC(=O)C1C(=O)OC(C)(C)C1C(C)C(=O)c1ccc(OC)cc1 (stereo unspecified)
[45] COc1cccc(NC(=O)CN2CCN(S(=O)(=O)c3ccc(F)cc3)CC2)c1
[46] CCc1nnc(NC(=O)CSc2nnc(Cc3ccccc3)n2-c2ccc(OC)cc2)s1
[47] O=C(CCc1ccc(S(=O)(=O)NC2CCCCC2)cc1)NCc1ccc(Cl)cc1
[48] COc1cc(C2N(c3ccccc3)CCN2c2ccccc2)cc(OC)c1OC
assay / compound,41,42,43,44,45,46,47,48
HUVEC tox IL1B,-8,-15,4,25,nt,12,2,-6
CYP2C19 act,1,0.5,0.8,0.9,0.6,nt,0.8,0.3
Calb biofilm kill,5,10,-7,8,6,5,nt,1
TNFa cytotox,-5,7,-14,-15,2,-17,-12,-24
DAT uptake mod,0.84,1.1,-0.059,1.1,-0.12,0.62,0.16,-1.4
CYP2C9 act,0.5,0.9,0.7,0.9,0.9,nt,0.6,0.6
CYP2C19 inh,5,53*,20,6,43,nt,21,75*
VCAM1 TNFa inh,-6,-7,8,8,2,26,-13,14
CYP2C9 inhib,47,12,30,5,10,nt,44,41

# A few values from above:
# CSc1nnc(-c2sccc2OCc2ccccc2)n1C in HUVEC tox IL1B reads -16
# CCCC/C(C)=N\NC(=O)CNS(=O)(=O)c1ccc([N+](=O)[O-])cc1 in CYP2C9 act reads 1.1

# Record cards, from the list above.
# Results for O=C(CCc1ccc(S(=O)(=O)NC2CCCCC2)cc1)NCc1ccc(Cl)cc1 = HUVEC tox IL1B = 2; CYP2C19 act = 0.8; Calb biofilm kill = nt; TNFa cytotox = -12; DAT uptake mod = 0.16; CYP2C9 act = 0.6; CYP2C19 inh = 21; VCAM1 TNFa inh = -13; CYP2C9 inhib = 44
# Results for CCc1nnc(NC(=O)CSc2nnc(Cc3ccccc3)n2-c2ccc(OC)cc2)s1 = HUVEC tox IL1B = 12; CYP2C19 act = nt; Calb biofilm kill = 5; TNFa cytotox = -17; DAT uptake mod = 0.62; CYP2C9 act = nt; CYP2C19 inh = nt; VCAM1 TNFa inh = 26; CYP2C9 inhib = nt

# Assay outcomes deposited in PubChem BioAssay by several laboratories.
